# PGC1a acetyl inh – inhibitors of PGC1a acetylation signal, primary screen, cell-based, U2OS, AlphaScreen, inhibitor mode | AlphaScreen anti-acetyl-lysine; with virally co-expressed GCN5 acetyltransferase | actives 0.17% (n = 350,000) | AID 651687, 2012 | inhibition, % at 15.6 µM;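 active = every replicate shows inhibition of at least 40%; inconclusive = mean inhibition at least 40% but some replicate below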;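 also: 0% = neutral control wells and 100% = positive control wells; some results beyond the cut were filed as inactive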
# RAD52 anneal inh – RAD52 DNA annealing inhibitors, primary screen, biochemical, FRET, single point, set 2. actives 0.46% (n = 360,000). inhibition, % at 18.7 µM. AID 651710, 2012. recombinant RAD52 DNA annealing, FRET fluorescence. DNA repair protein RAD52 homolog (Homo sapiens), P43351;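 active = every replicate showing at least 50% inhibition; inconclusive = mean inhibition at least 50% but not in every replicate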
# E-sel inducer – E-selectin induction in HUVECs, primary screen, imaging, HUVEC, immunofluorescence imaging, single point; P16581; normalized: neutral wells 0, TNF-alpha wells 100; activation, % at 7.58 µM; actives 0.37% (n = 260,000); AID 686992, 2013;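 active = mean E-selectin-positive cell signal at least 10% of the positive control, reached in at least 60% of replicates, without over 20% cell loss; inconclusive = no rule given, readout overlaps actives, possibly toxicity-flagged; inactive = the rest, including those meeting only one limit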;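 also: in these data hits start at about 27%; measured in HUVEC primary endothelial cells; signal is the percent of cells scored E-selectin positive by PE staining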
#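 Test system: HUVEC | Signal: Immunofluorescence imaging | Read-out: Percent E-selectin-positive cells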
# miR-122 sensor – miR-122 Renilla sensor signal increase in Huh7, primary screen, miR-122 inhibitor project, cell-based, single point, plate reader; actives 0.3% (n = 340,000); activation (reporter increase), % at 12.5 µM; Huh7 miR-122 Renilla luciferase sensor, 48 h; neutral wells = 0, positive control = 100; AID 602342, 2012;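 active = mean replicate activation score at least 90 and every replicate individually at or above 90; inconclusive = only one of the two criteria met; inactive = neither criterion met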;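 also: higher luciferase means less miR-122 activity so hits act as miR-122 inhibitors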
# PglD inh – C. jejuni PglD acetyltransferase inhibitors, primary screen, biochemical, DTNB colorimetric, single point; AID 602405, 2012; inhibition, % at 12.5 µM; purified PglD enzyme, DTNB colorimetric CoA detection; UDP-N-acetylbacillosamine N-acetyltransferase PglD (Campylobacter jejuni); actives 0.098% (n = 360,000); in the data active = inhibition above about 16%, passing the limit was not always enough; inconclusive = no clear call, values can overlap the other calls; also: strong numbers were not always called active
# ERAP1 HTS inh – human ERAP1 aminopeptidase inhibitors, primary screen, biochemical, single point, plate reader | Endoplasmic reticulum aminopeptidase 1 (Homo sapiens), Q9NZ08 | inhibition, % at 10.7 µM | AID 652197, 2013 | recombinant ERAP1, Leu-AMC fluorescence, 60 min | actives 0.15% (n = 340,000);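 active = mean replicate inhibition of at least 30%, or all replicates individually reaching that 30% level; inactive = mean below 30% and not every replicate reaching it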;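 also: 0% = neutral control wells and 100% = L-leucinethiol positive control wells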
# Cneo AK release – Cryptococcus neoformans cell lysis inducers, primary screen, AK release luminescence, single concentration; C. neoformans lysis, adenylate kinase release luminescence, 4 h; normalised: neutral wells 0, clomiphene wells 100; lysis activity, % at 15 µM; AID 651654, 2012; actives 0.2% (n = 360,000);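 active = mean lysis activity across replicates of at least 80%, whatever share of replicates individually reach that level; inactive = mean lysis activity below 80%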
#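 Test system: log-phase Cryptococcus neoformans yeast cells. Input: 5 × 10^6 yeast cells/mL. Medium: fresh YPD growth medium. Doses: single dose. Incubation: static 4 h at 37 °C with compound, 1 h detection. Measured by: luminescent adenylate kinase detection reagent. Read-out: signal increase indicating cell lysis. Benchmarks: Clomiphene.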
# RAD54 inh – inhibitors of human RAD54 branch migration, primary screen, biochemical, fluorescence, single point; inhibition, % at 10.4 µM; RAD54 Holliday junction branch migration, FAM/BHQ fluorescence; actives 0.14% (n = 360,000); DNA repair and recombination protein RAD54-like (Homo sapiens), Q92698;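 active = mean normalized replicate activity at least 40 and at least half of replicates scoring 40 or more; inconclusive = only one of the two criteria met; inactive = mean below 40 and under half of replicates reaching 40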;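 also: 0% = median of neutral control wells and 100% = median of positive control wells; inhibitors cause a drop in the FAM fluorescence signal; in these data hits start at about 50%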
# Target sequence (Q92698 whole entry, looked up): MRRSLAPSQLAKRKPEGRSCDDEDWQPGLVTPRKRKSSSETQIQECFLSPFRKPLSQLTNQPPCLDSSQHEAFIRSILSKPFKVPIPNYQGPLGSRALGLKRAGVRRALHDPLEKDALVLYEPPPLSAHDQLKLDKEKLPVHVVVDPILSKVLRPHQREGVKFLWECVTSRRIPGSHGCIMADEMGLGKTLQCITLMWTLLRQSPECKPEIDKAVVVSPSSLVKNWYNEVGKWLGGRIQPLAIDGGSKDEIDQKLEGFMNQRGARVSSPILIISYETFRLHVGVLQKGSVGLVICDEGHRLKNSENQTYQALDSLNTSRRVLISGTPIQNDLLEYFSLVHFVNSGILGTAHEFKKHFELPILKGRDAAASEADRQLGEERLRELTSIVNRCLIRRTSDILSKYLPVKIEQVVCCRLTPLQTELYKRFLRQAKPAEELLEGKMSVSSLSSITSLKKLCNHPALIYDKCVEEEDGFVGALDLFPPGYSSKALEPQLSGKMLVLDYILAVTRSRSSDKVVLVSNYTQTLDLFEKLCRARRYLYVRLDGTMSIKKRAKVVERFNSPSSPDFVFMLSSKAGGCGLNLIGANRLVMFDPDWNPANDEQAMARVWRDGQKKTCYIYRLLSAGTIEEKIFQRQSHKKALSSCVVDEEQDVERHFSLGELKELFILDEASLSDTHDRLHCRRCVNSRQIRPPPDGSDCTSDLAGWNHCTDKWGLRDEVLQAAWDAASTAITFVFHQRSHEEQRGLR
# * = called active by the depositor; ? = inconclusive; . = not tested or not shown; & = joins results of further samples; [ ] = remark or other dose.
Structure	PglD inh	PGC1a acetyl inh	ERAP1 HTS inh	RAD52 anneal inh	Cneo AK release	RAD54 inh	E-sel inducer	miR-122 sensor
O=C(NCCCN1CCOCC1)c1ccc(CS(=O)(=O)c2ccc(Br)cc2)o1	-3	.	-3	0	0	-6	0.1	4
COc1cccc(CN2CC(C(=O)NC3CCCCCC3)CCC2=O)c1 (configuration not stated)	-2	-2	-3	-5	1	-10	.	8
COC(=O)c1[nH]c2ccccc2c1NC(=O)C(C)N1CC(C)OC(C)C1 (configuration not stated)	10	-4	1	-13	3	-7	4.8	1
O=C(NCCc1ccccc1)c1ccc(-c2ccc(F)c(F)c2)c2ccoc12	1	-1	6	-2	15	-4	-0.1	-1
O=C(NCc1ccc(Cl)c(Cl)c1)c1cc(C2CCCCN2C(=O)c2ccccc2)on1 (configuration not stated)	-4	-6	2	-3	-3	3	-0.4	4
S=C(NCC1CCCO1)N1CCc2ccccc2C1 (configuration not stated)	.	.	-7	-9	-1	16	-0.3	.
CCc1nc2ccc(C(=O)NCC3CCCCC3)cn2c1N(C)C(=O)c1cccc(OC)c1	-1	-8	6	-2	-1	-4	0.0	-1
COc1cc(C2C3=C(CCCC3=O)OC3=C2C(=O)CCC3)ccc1OCC(=O)Nc1ccccc1	-2	5	2	-3	-2	19	-0.7	-2
C[C@H](CO)N1C[C@H](C)[C@H](CN(C)Cc2ccc(C(F)(F)F)cc2)Oc2ccc(NS(=O)(=O)c3cccs3)cc2CC1=O	3	5	0	6	-5	-6	0.4	2[16.7 µM]
COc1cc(NC(=O)c2ccc(S(=O)(=O)N(C)c3ccccc3OC)cc2)cc(OC)c1	0	-22	-2	-8	8	-3	0.6	-6
COc1ccc(CC(=O)Nc2c(C(N)=O)oc3ccccc23)cc1OC	5	2	3	-12	1	-4	5.1	-1
CC(=O)Nc1ccc(NC(=O)CSc2nc3ccccc3nc2N2CCCCC2)cc1	-6	14	2	-24	0	-3	.	-8
CO[C@@H](CN(C)S(=O)(=O)c1cccc(Cl)c1)[C@@H](C)CN([C@@H](C)CO)S(=O)(=O)c1cccc(Cl)c1	-3	-15	3	-4	54	-1	0.3	.
CN(C)C(=O)c1ccc(-c2ccccc2[C@H]2[C@@H](C#N)N(C(=O)C3CC3)[C@H]2CO)cc1	.	-4	1	-1	.	.	0.1	.
Cc1cc(C)n2nc(C(=O)OCC(=O)NC3CCCCC3)nc2n1	4	7	-4	9	4	2	0.1	-2
CCCCN1C(=O)C(=O)N(CC(=O)Nc2ccccc2C(C)=O)C1=O	6	1	2	-3	-1	3	0.0	9
CN(C)S(=O)(=O)n1cc(/C=C(\NC(=O)c2ccccc2F)C(=O)N2CCCCC2)c2ccccc21	1	.	-3	13	0	3	-0.9	13
Cc1ccc(NC2=NCC(=O)N2Cc2ccc3c(c2)OCO3)cc1	2	-7	.	.	-1	4	.	2
CC(C)N(CCCNC(=O)Cn1ncc2c([nH]c3ccccc32)c1=O)Cc1ccccc1	4	3	2	-13	-1	6	.	-9
COc1ccccc1NS(=O)(=O)c1cc(NC(=O)CC(C)(C)C)ccc1N1CCOCC1	0	0	-2	-9	3	-9	-1.0	34
CC(=O)Nc1ccc(S(=O)(=O)N2CCN(c3nc(NC4CCCC4)c4ccccc4n3)CC2)cc1	-1	-25	.	.	7	-1	.	-7
CN1CCN(C(=O)C[C@@H]2C[C@@H]3c4cc(NC(=O)Nc5ccccc5)ccc4O[C@@H]3[C@@H](CO)O2)CC1	7	-3	.	.	1	-3	-0.1	-1[16.7 µM]
C[C@H]1CN([C@@H](C)CO)C(=O)c2cccc(NS(=O)(=O)c3ccc(Cl)cc3)c2O[C@H]1CN(C)S(=O)(=O)c1ccccc1	1	-5	-3	-12	-3	-3	0.1	2[16.7 µM]
CCCNC(=O)Nc1ccc2c(c1)OC[C@@H](C)N(CC1CCCC1)C[C@@H](C)[C@H](OC)CN(C)C2=O	-1	8	1	-7	-1	0	-0.2	.
O=C(Nc1ccc(F)cc1F)Nc1ccccc1C(=O)NCCN1CCNC1=O	-4	9	.	-21	-1	-10	.	-11
CCC(CC)CN1CCC(CN2CCNC(=O)C2=O)CC1	-6	.	-7	-15	2	-6	-0.1	.
COc1ccc(NC(=O)c2nc[nH]c2C(=O)N[C@@H](CC(C)C)C(=O)OC(C)(C)C)cc1	-7	-3	0	-3	-1	1	0.1	0
COc1ccc(/C=N/NC(=O)c2c(-c3ccccc3)noc2C)cc1	-1	-2	-1	-8	-1	12	.	-9
Cc1ccc(NC(=O)[C@H](NC(=O)[C@@H]2Cc3ccccc3CN2)c2ccccc2)cc1C	-2	-6	-4	-35	1	9	.	0
Clc1ccc(-c2csc(NNC3=NCCCCC3)n2)cc1	-4	15	.	.	-1	1	.	0
CCC(=O)Nc1ccc2c(c1)C(=O)N(C)C[C@@H](OC)[C@H](C)CN(C(=O)CC)[C@@H](C)CO2	-1	3	-6	-4	0	-4	-0.2	.
C[C@@H]1CN([C@@H](C)CO)C(=O)c2cccc(NC(=O)c3cnccn3)c2O[C@H]1CN(C)Cc1ccncc1	3	5	-1	4	56	2	-6.0	1[16.7 µM]
CC(=O)c1c(C)[nH]c(C(=O)OCC(=O)Nc2ccc3[nH]c(=O)[nH]c3c2)c1C	1	-3	0	-9	-4	2	0.3	0
O=C(Nc1ccc(Cl)c(Cl)c1)Nc1nnc(CSc2ccccc2)s1	-2	-9	4	-4	-1	-3	.	1
COc1cccc(CN(CC(=O)NCC2CCCO2)C(=O)CNS(=O)(=O)c2ccccc2)c1 (configuration not stated)	-2	9	1	-16	-1	7	.	-2
COC(=O)c1cc(CNC(=O)c2ccccc2OCc2c(C)noc2C)ccc1OC	2	.	0	-17	-1	-7	-0.9	.
CCOC(=O)N1CCN(C(=O)c2ccc(CS(=O)Cc3ccc(C)cc3)o2)CC1 (configuration not stated)	0	1	1	-8	-2	0	.	0
CCOc1ncccc1C(=O)OCC(=O)NCc1ccc(C(=O)OC)cc1	0	2	0	-8	-1	0	-0.3	-3
Cc1ccc2c(c1)N(C(=O)CCC(=O)O)CCO2	12	.	.	.	1	1	.	-8
C[C@@H]1CN([C@@H](C)CO)C(=O)c2cc(NS(=O)(=O)c3ccccc3)ccc2O[C@@H](C)CCCCO[C@@H]1CN(C)C(=O)C1CCCCC1	1	-19	-3	-18	0	5	0.0	0[16.7 µM]
CC1CN(CCC(=O)Nc2ccc3c(c2)OCO3)CC(C)O1 (configuration not stated)	2	-6	.	.	0	8	.	1
CC(C)C#Cc1ccc([C@@H]2[C@H]3CN(C(=O)Cc4ccccc4)CC(=O)N3[C@H]2CO)cc1	.	6	-2	1	.	.	-0.2	.
COCCOC(=O)C1=C(C)N(Cc2ccccc2)C(=O)NC1c1ccc(OC)cc1 (configuration not stated)	2	12	.	.	0	5	.	-6
CC1=C(C(=O)N2CCc3ccccc32)C2(CCC(C)CC2)OC1=O (configuration not stated)	-2	.	2	-20	-4	4	.	5
COc1cccc(CNC(=O)Cc2ccc(NC3=NC4CS(=O)(=O)CC4S3)cc2)c1 (configuration not stated)	-9	0	1	-8	-1	-4	2.0	-1
Cc1ccc2c(Cl)cc(Cl)c(OCc3c(C)noc3C)c2n1	-2	?	.	.	-1	6	.	-2
O=C(CCCn1c(=O)[nH]c2cc(Cl)ccc2c1=O)NCCN1CCN(c2ccccc2)CC1	-3	-11	.	.	0	4	.	-4
O=C(C1CCCC1)N1CCCCN2[C@H](CO)[C@@H](c3ccc(C#CC4CC4)cc3)[C@@H]2C1	-53	-6	-1	27	0	-2	.	-28[16.7 µM]
C[C@H]1CN([C@@H](C)CO)S(=O)(=O)c2ccc(Br)cc2O[C@H]1CN(C)C(=O)C1CCC1	-9&0	-12&-12&-10	-3&-1	-7&-11	-4&1	13&-1	-0.1&0.5	-2
CCc1nnc(NC(=O)NCN2C(=O)C3C4C=CC(C4)C3C2=O)s1 (configuration not stated)	6	4	.	.	0	1	.	0
C[C@H](CO)N1C[C@H](C)[C@H](CN(C)Cc2ccc(C(=O)O)cc2)OCCCC[C@H](C)Oc2ccc(NS(=O)(=O)c3cccs3)cc2C1=O	-1	3	0	-10	41	3	-0.2	10[16.7 µM]
COc1cc(CNCc2ccccn2)ccc1OCc1ccc(Cl)c(Cl)c1	4	-15	-8	33	3	6	8.7	1
C[C@H]1CN([C@@H](C)CO)C(=O)Cc2cc(NC(=O)Nc3cccc4ccccc34)ccc2O[C@@H]1CN(C)Cc1ccc(-c2ccccc2)cc1	4	3	6	11	3	-5	0.5	-4[16.7 µM]
COc1ccc(S(=O)(=O)N2CCOCC2)cc1NC(=O)COC(=O)C1CC2CCCC(C1)C2=O (configuration not stated)	0	.	-1	-15	-1	-2	-0.3	.
Clc1ccc2nc(CSc3nnc(-c4c[nH]c5ccccc45)o3)cn2c1	3	4	.	-17	10	-5	-0.1	3
O=C(N=C1SC2CS(=O)(=O)CC2N1Cc1ccc(Cl)cc1)C1CCCO1 (configuration not stated)	-4	-9	0	-9	0	-4	0.2	-3

# Additional records follow:
Structure	PglD inh	PGC1a acetyl inh	ERAP1 HTS inh	RAD52 anneal inh	Cneo AK release	RAD54 inh	E-sel inducer	miR-122 sensor
CCOC(=O)C1(C)CCCCCN1C(=O)c1csnn1 (configuration not stated)	2	7	-2	-25	-1	3	0.1	-2
COC(=O)C1=C(C)NC(C)=C(C(=O)OCC2CCCO2)C1c1ccc(Cl)c([N+](=O)[O-])c1 (configuration not stated)	-3	.	-5	-4	0	-3	0.3	8
CC(=O)NCC(=O)N1CCCC(C(=O)c2ccc(-c3ccccc3)c(F)c2)C1 (configuration not stated)	0	3	2	-2	0	-7	0.0	-4
O=C(NCc1ccc(Cl)cc1)c1ccc(Cl)cc1[N+](=O)[O-]	6	8	.	.	2	4	.	-2
Cc1ccc(NC(=O)C2COc3ccccc3O2)cc1S(=O)(=O)N1CCOCC1 (configuration not stated)	-5	5	-5	-17	0	3	.	1
O=C(C[C@@H]1CC[C@@H]2[C@H](COC[C@H](O)CN2Cc2cccc(C(F)(F)F)c2)O1)NCCc1ccccc1	1	-5	-1	13	2	-4	0.1	-8[16.7 µM]
COc1ccc(C2NC(=O)NC(O)(C(F)(F)F)C2C(=O)c2ccc(F)cc2)cc1 (configuration not stated)	3	8	.	.	-1	3	.	-5
CCN(CC)CC(=O)Nc1c(C)cccc1C	-1&3&0	13&14&-1	-3&-3&0	-7&3&-8	2&0&2	-8&2&-5	-0.1&1.5&0.4	-5&-3&-2
Cc1ccc2c(COC(=O)c3ccc(NC(=O)CC#N)cc3)cc(=O)oc2c1C	5	.	4	-4	0	-5	.	-1

# Screening results as filed in PubChem.
